Abeta yeast res: restores growth of yeast expressing A-beta42 peptide | 410,000 tested, 0.063% active | Potency, µM (series often up to 46.1 µM), for the others: top-dose growth rescue, actives largely listed as activators | yeast expressing A-beta42, growth rescue, OD600, 48 h; response scale: 0% DMSO, 100% iron-clioquinol control; further: nearly all actives have a fitted effect of over 55% in size
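Yeast growth medium received pinned compounds, then yeast cells expressing toxic A-beta were added; plates incubated at 30 C for 48 hr. Growth read as absorbance at 600 nm, normalized to DMSO and equimolar FeCl3 plus clioquinol controls.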
FUS suppressor: rescues growth of FUS-expressing yeast; S. cerevisiae FUS-expressing, growth rescue, OD600, 24 h; Potency, µM (top dose mostly 76.6 µM), inactives show at the top dose growth rescue (activation), most hits filed as activators; 390,000 tested, 0.24% active; AID 1347120;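 further: plate controls were DMSO vehicle for no effect and reference control for full effect; nearly all actives have a fitted effect of over 55% in size; some results filed as inactive show a strong effect at the top dose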
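Restored growth of FUS-toxic S. cerevisiae, read as 600 nm absorbance after 24 h at 30C in galactose medium (starting OD 0.005). Controls CP55940 and DMSO.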
An asterisk follows results filed as active; ? = inconclusive; [ ] = dose if it differs, or a comment. The call rests on the fitted dose curve; in most records, active means well fitted activation curve with a large enough effect; inconclusive means small, poorly fitted or top-dose-only effect; inactive means no such curve, though single readings can be large or run the other way. Potency means the concentration at half of the fitted maximal effect. The list is partial; count on the stated rates, not on these rows.

structure	Abeta yeast res	FUS suppressor
CC1CCN(S(=O)(=O)c2ccc3c(c2)oc(=O)n3CC(=O)O)CC1	-12%	5%
CCCn1c(COc2cccc(C)c2)nc2ccccc21	6%	?
CCCCN(C)CCCNC(=O)CN1N=C(c2ccc(OC)cc2)CCC1=O	6%	8%
Cc1cc(C)cc(Nc2nc3cc(Cl)c(Cl)cc3nc2-n2nc(C)cc2C)c1	-8%	-27%
Cn1cc(S(=O)(=O)N2CCCCC2)cc1C(=O)N1CCN(c2ccc(F)cc2)CC1	-5%	43%
CCc1ccc(NC(=O)c2cc3c(=O)n(Cc4cccs4)ccc3nc2C)cc1	-34%	?
COc1ccc(-n2c(C)nc3cc(C(=O)NC4CCCCCC4)ccc32)cc1	-21%	8%
CCCc1ccc(OC(=O)CSc2nnc(-c3cccs3)o2)cc1	9%	-18%
CCSc1ncc(Cl)c(C(=O)Nc2sc3c(c2C(=O)NC)CCCC3)n1	-4%	-2%
COc1ccc(OC)c(CNc2ncc(-c3ccc(Cl)cc3)n2C)c1	-4%	-7%
Cc1ccc(S(=O)(=O)c2cn(Cc3ccccc3)c3cc(N4CCCC4)c(F)cc3c2=O)c(C)c1	3%	-23%
CCOc1ccc(NS(=O)(=O)c2c(C)nc3sc(C)c(C)n3c2=O)cc1	8%	-9%
COc1ccc(NC(=O)CCn2cnc3onc(-c4ccc(F)cc4)c3c2=O)cc1OC	-4%	-3%
CCCNc1c(NC(=O)c2ccc(OCCC)cc2)c(=O)oc2ccccc12	5%	?
Cc1ccc(CN2CCN(CC(=O)NCc3ccccc3Cl)C2=O)cc1	2%	-19%
Cc1nn(S(=O)(=O)c2ccc(Cl)cc2)c(C)c1S(=O)(=O)N1CCCCCC1	-15%	17%
Cc1cc(SCC(=O)Nc2nsc(-c3ccc(C(C)(C)C)cc3)n2)nc2ccccc12	5%	25%
CCC(C(=O)NCc1ccccc1Cl)n1c(=O)c2cccn2c2ccccc21 (centres undefined)	-1%	7%
O=C(COc1ccccc1Cl)Nc1ccc2oc(-c3ccccc3F)nc2c1	6%	-11%
COC(=O)c1ccc(NC(=O)CCn2cnnn2)cc1	1%	-4%
O=c1[nH]c2ccc(NCc3ccc(-c4cccc(Cl)c4)o3)cc2[nH]1	3%	11%
CCOc1c(Cl)cc(CNc2ccc3[nH]c(=O)[nH]c3c2)cc1OC	-5%	-5%
Cc1cccc(N2CCN(C(=O)c3ccc4c(c3)N(Cc3ccccc3F)C(=O)c3ccccc3S4=O)CC2C)c1 (centres undefined)	-6%	?
CCn1c(C(=O)N2CCC(C(=O)NCCc3ccc(OC)cc3OC)CC2)cc2sccc21	-9%	-4%
CCn1c(=O)c2sccc2n2c(CCCC(=O)Nc3ccc(C)cc3)nnc12	1%	-33%
Cc1ccc(C)c(NC(=O)c2nc(S(C)(=O)=O)ncc2N(Cc2ccc(C(C)(C)C)cc2)Cc2ccco2)c1	-22%	26%
CCOC(=O)C(C)NC(=O)c1c(C)oc2ncn(CC(C)C)c(=O)c12 (centres undefined)	-15%	12%
Cc1cccc(Cn2c(-c3cccc(Br)c3)nc3ccccc32)c1	-2%	28%
O=C(Nc1ccc2oc(-c3ccc4ccccc4c3)nc2c1)c1ccccc1F	-12%	8%
O=C(c1ccc2c(c1)N(Cc1ccccc1)C(=O)c1ccccc1S2=O)N1CCC(Cc2ccccc2)CC1 (centres undefined)	-11%	?
COc1cccc(N2CCN(C(=O)c3nn(C)c4c3CSc3ccc(C)cc3-4)CC2)c1	-13%	45%
O=C(Cn1c(=O)n(Cc2ccc(F)cc2)c(=O)c2sc3ccccc3c21)NCc1ccccc1Cl	-8%	-3%
COc1ccc(-n2ncc3c2ncn2nc(Cc4ccccc4)nc32)cc1	-5%	-8%
CCSc1nc2n(n1)C(c1ccc(C(=O)O)cc1)C(C(=O)Nc1ccccc1C)=C(C)N2 (centres undefined)	-9%	-4%
CCC(=O)N1CCc2cc(Br)cc(S(=O)(=O)N(CC)Cc3ccccc3)c21	0%	-34%
COc1ccc(C(=O)Nc2cccc(C(=O)OCc3cc(=O)n4nc(C5CC5)sc4n3)c2)cc1	-5%	13%
Cc1cccc(Cn2c(CN3CCCC(C)C3)nc3c2c(=O)n(C)c(=O)n3C)c1 (centres undefined)	-9%	-24%
Cc1cc(C(=O)NCCc2ccc(Cl)cc2)c2c(C)nn(-c3ccccc3)c2n1	-18%	-11%
CCOc1ccc(C(=O)Nc2ccc3nc4c(c(Nc5ccccc5OC)c3c2)CCCC4)cc1	1%	37%
CCOc1ccc(CNC(=O)C2CCN(S(=O)(=O)N3CCCCC3)CC2)cc1	-4%	-4%
Cc1ccc(CCNC(=O)c2ccc3c(c2)N(Cc2cccc(C)c2)C(=O)c2ccccc2S3(=O)=O)cc1	3%	37%
CCOC(=O)c1nnn(C(CC)C(=O)Nc2ccc(F)cc2)c1C(=O)OCC (centres undefined)	-3%	-1%
CCOc1ccc(Nc2c(S(=O)(=O)c3ccc(C)cc3)cnc3ccc(OC)cc23)cc1	25%	?
CCOc1ccc(NC(=O)Cn2c(=O)n(CCCCCC(=O)NCc3ccccc3)c(=O)c3sccc32)cc1	-4%	-10%
Cc1nnc(N2CCN(c3cccc(Cl)c3)CC2)c2c1nnn2Cc1ccc(F)cc1	3%	-11%
COc1ccccc1CNC(=O)Cc1c(C)c2cc3c(C)coc3c(C)c2oc1=O	-5%	-8%
CCN(CC)C(=O)Cn1c(=O)n(-c2ccc(Cl)cc2)c(=O)c2c3c(sc21)CCC3	-10%	-9%
Cc1ccc(CNC(=O)C2CCN(S(=O)(=O)c3cn(C)cn3)CC2)cc1	-38%[inhibitor]	17%
CCc1ccc2oc(C(=O)Nc3cc(Cl)ccc3OC)cc(=O)c2c1	6%	-6%
Cc1ccccc1OCC(=O)Nc1ccc2nc(SCC(=O)N3CCc4ccccc43)sc2c1	-15%	?
O=C(Cn1c(=O)n(Cc2ccco2)c(=O)c2oc3ccccc3c21)Nc1ccc(F)cc1F	-15%	11%
O=C(CN1CCSc2ccccc21)N1CCCCC1	-9%	-9%
CC(=O)Nc1nonc1-c1nc2ccccc2n1Cc1ccccc1Br	-11%	-3%
Cc1cccc(NS(=O)(=O)c2ccc3c(c2)C(C)(C)C(=O)N3C)c1	-6%	-3%
Cc1ccc2oc(C(=O)Nc3nc(-c4ccc(F)cc4)ns3)c(C)c2c1	-13%	8%
O=c1c2cc3c(cc2nc2sc(Nc4ccc(F)cc4F)nn12)OCO3	-7%	-3%
Cn1nc(-c2ccccc2F)c2cc(C(=O)NCc3ccccc3Cl)sc21	-2%	32%
COc1ccc(CCN2C(=O)N(c3ccc(F)cc3)C(=O)C2CC(=O)Nc2ccccc2)cc1 (centres undefined)	-5%	5%
Cc1cccc(N2CCN(Cc3cc(=O)oc4cc(C)ccc34)CC2C)c1 (centres undefined)	0%	-3%
COc1ccc(C(=O)c2oc3ccccc3c2NC(=O)COc2cccc(C)c2C)cc1	-11%	-8%

Among those listed so far, these have a furan ring, fused or not.
structure	Abeta yeast res	FUS suppressor
O=c1[nH]c2ccc(NCc3ccc(-c4cccc(Cl)c4)o3)cc2[nH]1	3%	11%
Cc1ccc(C)c(NC(=O)c2nc(S(C)(=O)=O)ncc2N(Cc2ccc(C(C)(C)C)cc2)Cc2ccco2)c1	-22%	26%
CCOC(=O)C(C)NC(=O)c1c(C)oc2ncn(CC(C)C)c(=O)c12 (centres undefined)	-15%	12%
COc1ccccc1CNC(=O)Cc1c(C)c2cc3c(C)coc3c(C)c2oc1=O	-5%	-8%
O=C(Cn1c(=O)n(Cc2ccco2)c(=O)c2oc3ccccc3c21)Nc1ccc(F)cc1F	-15%	11%
Cc1ccc2oc(C(=O)Nc3nc(-c4ccc(F)cc4)ns3)c(C)c2c1	-13%	8%
COc1ccc(C(=O)c2oc3ccccc3c2NC(=O)COc2cccc(C)c2C)cc1	-11%	-8%

(continued)
Order of values: Abeta yeast res, FUS suppressor
> CCOc1ccc(-c2nc(SCC(=O)Nc3ccc4c(c3)OCCO4)c(-c3ccc(F)cc3)[nH]2)cc1
    9%, -3%
> CC(C)c1ccc(NC(=O)c2ccc(F)c(S(=O)(=O)N3CCCC3)c2)cc1
    -6%, 2%
> Cc1ccc(NC(=O)C2CCCN(S(=O)(=O)c3cccc4nsnc34)C2)c(C)c1 (centres undefined)
    1%, 4%
> O=c1oc2cc(O)ccc2cc1-c1nnc(Nc2ccccc2F)s1
    -3%, 18%
> CCC1CCc2c(sc(NC(=O)C3c4ccccc4Oc4ccccc43)c2C#N)C1 (centres undefined)
    0%, 4%
> Cc1cccc2sc(N(Cc3cccnc3)C(=O)C3CCCCC3)nc12
    -68%[inhibitor], 27%
> CC1=C(C(N)=O)C(c2cccc(F)c2)n2nc(SCc3ccccc3)nc2N1 (centres undefined)
    -6%, 13%
> CCCn1c(=O)c2sccc2n2c(CCCC(=O)N3CCN(c4ccccc4)CC3)nnc12
    -2%, -15%
> CCn1cc(C(=O)NCc2ccccc2)c(=O)c2cc(S(=O)(=O)N3CCOCC3)ccc21
    -6%, 0%
> COc1ccc(S(=O)(=O)N2CCC(c3ccncc3)CC2)cc1Cl
    -19%, 24%
> COc1ccc(CNC(=O)Cn2c(=O)n3nc(-c4ccc(OC)cc4)nc3c3ccccc32)cc1
    -14%, -15%
> CN1CCN(c2nc3c(S(=O)(=O)c4ccccc4)nnn3c3ccsc23)CC1
    -23%, -9%
> COc1cccc(CNC(=O)C2CCCN(c3nc4ccccc4n4cccc34)C2)c1 (centres undefined)
    5%, 6%
> Cc1ccc(NC(=O)Cn2c(=O)ccc3cc(S(=O)(=O)N4CCC(C)CC4)ccc32)c(C)c1
    -3%, 25%
> O=C(COc1ccc(Br)cc1Cl)Nc1ncn[nH]1
    -18%, -15%
> Cc1cccc(Cn2c(C)c(CNC3CCCCC3)c(C(=O)O)c2C)c1
    -5%, -3%
> Cc1ccc2c(c1)C(=O)OC(C(=O)Nc1ccc(C(=O)O)cc1)C2 (centres undefined)
    -14%, -4%
> CC(=O)c1ccc(N2CCN(c3nc4ccccc4c4nc(-c5cccc(C)c5)nn34)CC2)cc1
    -4%, 7%
> CCS(=O)(=O)N1CC(=O)N(c2ccc(Cl)cc2)C(C)(C(=O)NC2CCCCCC2)C1 (centres undefined)
    -1%, 26%
> COCCCNC(=O)CCn1c(=O)c2ccccc2n(CC(=O)Nc2cc(Cl)ccc2OC)c1=O
    -2%, 15%
> CCOc1ccccc1NC(=O)CSc1nnc2[nH]c(=O)cc(C)n12
    -17%, 2%
> CCc1ccc(-c2nc3c(c(SCc4ccccc4F)n2)Cc2c(CO)cnc(C)c2O3)cc1
    14%, -7%
> O=C(c1ccco1)n1nc(-c2ccccc2)nc1NCc1ccccc1Cl
    -7%, 8%
> CCN(CC)c1ccc(-n2nc3cc(C)c(NC(=O)c4ccccc4F)cc3n2)cc1
    -17%, 2%
> Cc1cnc2c(c1SCC(=O)NCc1ccc(F)cc1)c(=O)n(C)c(=O)n2C
    2%, -4%
> O=C(Nc1ccc(Cl)cc1)N1CCC(CN2CCCC2)CC1
    -9%, 5%
> COC(=O)c1ccccc1NC(=O)CCCn1c(C)c2cnn(-c3ccccc3)c(=O)c2c1C
    -16%, -5%
> CC(C)c1ccc(-c2noc(SCC(=O)N(C)c3ccc(F)cc3)n2)cc1
    -22%, ?
> O=C(NCCCN1CCN(c2ccccc2F)CC1)c1cc2c(Cl)nc3ccccc3c2s1
    -7%, -10%
> COc1ccc(S(=O)(=O)n2nc(C)c(S(=O)(=O)N3CCC(C)CC3)c2C)cc1C
    -8%, -1%
> CCC12CN3CC(C)(CN(C1)C3c1c(C)n(C)c3ccccc13)C2=O (centres undefined)
    -8%, -22%
> COc1ccc(NC(=O)C2Cc3ccccc3CN2S(=O)(=O)c2ccccc2)cc1OC (centres undefined)
    0%, 31%
> Cc1ccc(NC(=O)CN2c3ccccc3S(=O)(=O)c3ccccc32)cc1F
    23%, ?
> COC(=O)CN1C(C(=O)c2ccccc2)=C(OC(=O)c2ccc(C)cc2)c2ccccc2S1(=O)=O
    -12%, ?
> Cc1ccc(C(=O)N(Cc2ccc(N(C)C)cc2)Cc2ccco2)cc1
    8%, 8%
> COc1ccc(CCNC(=O)C(=O)NCC(c2ccc3c(c2)OCO3)N2CCOCC2)cc1 (centres undefined)
    -8%, -10%
> CC(C)C(=O)OCc1cc(=O)n2nc(C3CCCCC3)sc2n1
    -21%, 22%
> O=C(CN(CCc1ccccc1)S(=O)(=O)c1ccccc1)NCc1ccc(Cl)cc1
    5%, -6%
> CCc1ccc(OCC(=O)N(Cc2ccc(C)cc2)Cc2ccco2)cc1
    4%, 8%
> O=C(CSc1oc(-c2ccc(F)cc2)nc1S(=O)(=O)c1ccccc1)c1ccc(Cl)cc1
    8%, 36%
> CCN(CC)C(=O)c1sc2c(c1C)c(=O)n(-c1ccc(C)c(C)c1)c(=O)n2Cc1cc(=O)n2ccccc2n1
    -5%, ?
> O=C(Cn1cc(SCc2ccccc2F)c2ccccc21)N1CCCCC1
    2%, -6%
> CCOC(=O)c1cc(C)n(CC2CCC(C(=O)Nc3ccccc3OC)CC2)c1C (centres undefined)
    16%, ?
> COc1ccc(CC(=O)Nc2nnc3n2CCS3)cc1
    -18%, -2%
> COc1ccccc1NC(=O)c1cccc(S(=O)(=O)N2CCCCCC2)c1
    -2%, 33%

Source: PubChem BioAssay
